Source: PubChem
PLK1 PBD block: inhibitors of human PLK1 polo-box domain binding; P53350; Plk1 PBD binding of FITC phosphopeptide, fluorescence polarization; Potency, µM, without a hit: max response, negative = inhibition, actives largely listed as inhibitors; 360,000 tested, 2.8% active; AID 720504; further: potency means the concentration at half of the fitted maximal effect; series mostly up to about 57 µM; on the % scale 0 is the no-effect control and ±100 the full control effect; nearly all actives have a fitted effect of over 65% in size
Target sequence (P53350 whole entry, looked up, the tested form may be a part): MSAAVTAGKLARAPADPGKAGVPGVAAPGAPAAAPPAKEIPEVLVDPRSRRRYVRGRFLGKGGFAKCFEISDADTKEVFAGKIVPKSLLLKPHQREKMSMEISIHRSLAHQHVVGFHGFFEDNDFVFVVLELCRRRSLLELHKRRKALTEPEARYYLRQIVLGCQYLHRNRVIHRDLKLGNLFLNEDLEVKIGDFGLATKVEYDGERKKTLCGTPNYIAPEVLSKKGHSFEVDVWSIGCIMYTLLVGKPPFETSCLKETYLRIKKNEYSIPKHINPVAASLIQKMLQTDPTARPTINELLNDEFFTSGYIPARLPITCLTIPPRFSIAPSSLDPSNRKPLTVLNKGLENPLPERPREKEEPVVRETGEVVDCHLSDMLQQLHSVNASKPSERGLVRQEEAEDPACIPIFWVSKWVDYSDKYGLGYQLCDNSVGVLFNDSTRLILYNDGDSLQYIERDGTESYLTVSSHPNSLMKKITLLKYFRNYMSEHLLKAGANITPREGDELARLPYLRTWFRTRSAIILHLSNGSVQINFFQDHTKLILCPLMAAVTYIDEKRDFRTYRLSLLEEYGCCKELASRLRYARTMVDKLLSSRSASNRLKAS
FUS suppressor: suppressors of FUS proteinopathy in yeast; S. cerevisiae FUS-expressing, growth rescue, OD600, 24 h; Potency, µM (titrated, usually from 76.6 µM), for inactives: at the highest dose growth rescue (activation), most hits filed as activators; 390,000 tested, 0.24% active;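 further: potency means the concentration at half of the fitted maximal effect; plate controls were DMSO vehicle for no effect and reference control for full effect; nearly all actives have a fitted effect of over 55% in size; some results filed as inactive show a strong effect at the top dose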
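Restored growth of FUS-toxic S. cerevisiae, read as 600 nm absorbance after 24 h at 30C in galactose medium (starting OD 0.005). Controls CP55940 and DMSO.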
WRN inhibitor: WRN helicase (human) inhibition. 360,000 tested, 0.46% active. Q14191. Potency, µM (doses to about 114 µM), for the others: at the highest dose activity change, negative = inhibition, most hits filed as inhibitors. WRN helicase unwinding, fluorescent forked duplex, kinetic. AID 651768; further: potency means the concentration at half of the fitted maximal effect; on the % scale 0 is the no-effect control and ±100 the full control effect; nearly all actives have a fitted effect of over 55% in size
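WRN at 20 nM final preincubated with compound 15 min at room temperature; reaction started with 100 nM fluorophore/quencher forked duplex oligonucleotide and 2 mM ATP final. Unwinding followed kinetically by red fluorescence (ex 525, em 598 nm).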
IL2 activator: IL-2 activation; IL-2 activation reporter assay, cell-based qHTS; stimulated with anti-CD3/CD4/CD28 beads; in transgenic mouse T cells; activation, % (series mostly up to about 46 µM); 360,000 tested, 0.065% active; in the data active means activation above about 50%; inconclusive means mostly about 30% to 49%; further: 0% is about no effect
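Unstimulated transgenic mouse T cells, 750 per well, received compound and, after 60 minutes, anti-CD3/anti-CD4 bead plus anti-CD28 stimulation. EGFP and DsRed were quantified after 18 hours.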
EPAC1 antag: blocks human EPAC1 exchange factor | O95398 | EPAC1 GEF assay, Rap1b-BODIPY-GDP exchange fluorescence | AID 720709 | 360,000 tested, 0.14% active | Potency, µM (doses to about 115 µM), inactives show top-dose activity change, negative = inhibition, actives largely listed as inhibitors;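 further: potency means the concentration at half of the fitted maximal effect; plate controls were vehicle for no effect and positive control for full effect; nearly all actives have a fitted effect of over 50% in size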
Abeta yeast res: compounds reversing amyloid beta toxicity in yeast; Potency, µM (doses to about 46.1 µM), inactives show at the highest dose growth rescue, usual class: activators; yeast expressing A-beta42, growth rescue, OD600, 48 h; response scale: 0% DMSO, 100% iron-clioquinol control; 410,000 tested, 0.063% active; further: potency means the concentration at half of the fitted maximal effect; nearly all actives have a fitted effect of over 55% in size
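Yeast A-beta toxicity model in growth medium with pinned compounds, 48 h at 30 C; growth read as absorbance at 600 nm. Normalized to FeCl3/clioquinol equimolar mix (positive) and DMSO (negative).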
aSyn rescue: inhibitors of alpha-synuclein toxicity in yeast; 370,000 tested, 0.14% active; Yeast expressing alpha-synuclein, growth rescue, BacTiter-Glo, 24 h; AID 652106; Potency, µM (doses to about 46.1 µM), inactives show at the top dose growth rescue (activation), hits mostly activators; further: potency means the concentration at half of the fitted maximal effect; % of control where 0% means no effect; nearly all actives have a fitted effect of over 65% in size
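Galactose-induced alpha-syn yeast (OD600=0.02, raffinose-pregrown) + pinned cpd, 24 hr, 30 deg C; growth by BacTiter-Glo luminescence. Growth restoration scores as activation.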
PI5P4Ka inh: PI5P4K alpha (human) kinase inhibition; max response, %; 330,000 tested, 1.2% active; P48426; PI5P4Kalpha enzyme, ADP-Glo luminescence, 60 min; hits give low values; AID 652105; active means max response of -50% or lower; inconclusive means between -30% and -50%; inactive means -30% or higher; further: value at the top dose of about 77 µM; on the % scale 0 is the no-effect control and ±100 the full control effect
Target sequence (P48426 whole entry, looked up): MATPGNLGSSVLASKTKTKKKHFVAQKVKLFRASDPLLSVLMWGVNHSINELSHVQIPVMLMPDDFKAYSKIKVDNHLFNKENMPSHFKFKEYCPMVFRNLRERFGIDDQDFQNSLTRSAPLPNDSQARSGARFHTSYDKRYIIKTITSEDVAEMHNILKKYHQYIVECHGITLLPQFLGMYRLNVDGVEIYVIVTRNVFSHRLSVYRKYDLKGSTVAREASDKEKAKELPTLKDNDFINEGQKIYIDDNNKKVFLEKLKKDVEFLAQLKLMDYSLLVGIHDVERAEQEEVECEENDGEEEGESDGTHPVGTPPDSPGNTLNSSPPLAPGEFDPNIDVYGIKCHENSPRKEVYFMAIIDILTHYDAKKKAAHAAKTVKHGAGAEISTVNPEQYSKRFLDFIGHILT
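Single end-point luminescence (ADP-Glo) quantified ADP from PI5P4Kalpha turnover; ATP 5 microM final, 1 h at RT, 0.1% CHAPS and 0.28 mM EGTA in HEPES pH 7.4.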
EPAC1 ag: agonists of human EPAC1 | Potency, µM (titrated, usually from 154 µM), without a hit: at the highest dose activation, hits mostly activators | EPAC1 agonist qHTS, biochemical assay; response scale: 100% = response to 6.5 mM cAMP | 360,000 tested, 0.073% active | O95398; further: potency means the concentration at half of the fitted maximal effect; nearly all actives have a fitted effect of over 60% in size
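Normalized to 6.5 mM cAMP, activity reflects EPAC1-catalysed release of BODIPY-GDP from Rap1B, followed kinetically over 30 min at 480 nm excitation, 540 nm emission. Reaction contained 100 nM EPAC1, 250 nM Rap1B-BODIPY-GDP, 50 uM GDP.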
Active calls of the source: *; u = inconclusive; x = not tested or not shown; [ ] = remark or other dose. Unless noted, the call rests on the fitted dose curve; in most records, active means well fitted curve in the direction sought with a large enough effect; inconclusive means small, poorly fitted or top-dose-only effect, or another doubt; inactive means no such curve, though single readings can be large; an effect the other way counts as inactive or inconclusive.

Order of values – Abeta yeast res	WRN inhibitor	PLK1 PBD block	IL2 activator	EPAC1 ag	EPAC1 antag	aSyn rescue	PI5P4Ka inh	FUS suppressor
> Cc1cc(NS(=O)(=O)c2ccc(NC(=O)c3cnc4sccn4c3=O)cc2)nc(C)n1
    -5.7%	-11.8%[57.1 µM]	-13.4%	-2.1	4.9%	-22.1%	-12.8%	-11.3	-22.8%
> CC1CN(CCC(=O)Nc2ccccc2F)CC(C)O1 (stereo not given)
    -10.3%	7.7%	1.4%	-3.6	-8.3%	2.3%	-2.2%	1.5	-13.8%
> COc1cc2cc(CCCOC(=O)c3ccc(Br)cc3)oc(=O)c2cc1OC
    -22.7%	-1.3%	-5.9%	0.4	-10.7%	-7.0%	-5.4%	1.6	44.6%
> COc1ccc(CN2CCC[C@]3(N[C@H](c4ccc(C)cc4)[C@@H]4C(=O)N(C)C(=O)[C@@H]43)C2=O)cc1
    -11.0%	2.0%	-4.4%	-4.1	-22.3%	14.7%	-2.8%	-6.7	-9.6%
> O=C(CN(C(=O)c1ccccc1)C(=O)c1ccccc1)OCc1ccccc1
    8.1%	-4.7%	-0.2%	-0.3	5.3%	2.8%	1.3%	10.0	x
> COc1ccccc1N1CCN(S(=O)(=O)CCNC(=O)Cc2ccc(F)cc2)CC1
    -10.8%	21.9%	-5.7%	-1.6	-5.4%	9.8%	-1.4%	-2.4	13.1%
> COCCN1CCN(C(=O)c2cc(COc3ccc(Cl)cc3OC)on2)CC1
    6.7%	1.7%	4.3%	0.9	-12.4%	10.1%	1.0%	0.5	19.5%
> O=C(CN1C(=O)C2CC=CCC2C1=O)NCc1cccs1 (stereo not given)
    -2.3%	9.0%[57.1 µM]	-28.6%	0.2	0.0%	5.9%	-1.1%	-1.5	-24.5%
> NC(=O)c1nsc(C(=O)N(Cc2ccco2)C(C(=O)NCC2CCCO2)c2ccc(F)cc2)c1N (stereo not given)
    8.9%	12.2%	-9.9%	0.6	11.2%	-10.7%	-0.9%	1.7	21.9%
> CC1CCCN(C(=O)CCCC(=O)N2CCCC(C)C2)C1 (stereo not given)
    9.1%	9.2%	-0.2%	0.6	1.2%	12.2%	2.9%	-5.8	11.6%
> c1ccc2c(c1)Cn1c-2nc2ccccc21
    -31.4%	2.3%	-1.4%	-1.0	2.2%	0.2%	-10.0%	u	-2.1%
> COc1ccccc1N1CCN(c2nc(C)cc(=O)[nH]2)CC1
    -16.6%	-3.2%	-12.7%	1.6	11.0%	-6.8%	1.3%	-0.3	4.9%
> COc1cc(OC)c(NC2=CC(=O)C(=O)c3ccccc32)cc1Cl
    -10.9%	15.0%	-0.4%	0.0	-8.2%	-1.1%	-3.0%	-16.0	-23.2%
> O=C(O)Cn1c(P(=O)(O)c2ccccc2)nc2ccccc21
    9.4%	-2.0%	-3.5%	-2.3	0.0%	-6.9%	-2.2%	9.0	5.7%
> COc1cccc(-n2c(=O)[nH]cc(C(=O)Nc3ccc4c(c3)OCCO4)c2=O)c1
    -6.8%	-3.2%	-3.6%	1.5	-8.0%	-17.6%	10.7%	-5.7	16.3%
> COc1cc2ccnc(C=O)c2cc1OC
    11.4%	10.8%	-12.0%	-2.7	-5.1%	14.8%	u	-19.0	24.6%
> O=S(=O)(NCCCc1ccccc1)c1cccc2nsnc12
    -15.9%	-19.3%	-8.3%	-0.6	0.6%	5.2%	24.0%	4.4	1.0%
> CC1(C)C(=O)OC(c2c3ccccc3cc3ccccc23)C(C)(C)C1=O (stereo not given)
    12.4%	-15.3%	-1.8%	-3.9	5.7%	-22.6%	0.8%	17.0	-9.9%
> CN=c1scc(C)n1/N=C/c1ccc2c(c1)OCO2
    -12.2%	-1.2%	-6.6%	-4.1	-12.6%	-4.5%	-12.8%	-6.2	12.2%
> COc1ccc(S(=O)(=O)N2CCC(C(=O)N3CCCCC3)CC2)cc1OC
    3.8%	5.0%	-5.6%	-0.2	-5.4%	-9.8%	2.8%	7.1	-23.5%
> CCc1nc2ccc(C(=O)N3CCCC(C(N)=O)C3)cn2c1N(CCC(C)C)CCN(C)C (stereo not given)
    3.4%	-2.0%	-6.6%	-0.2	5.8%	8.8%	0.6%	0.9	-10.1%
> COC(=O)[C@]12CCCCC=C1N(Cc1ccco1)C(=O)[C@H](CC(=O)NCc1cccc(C(F)(F)F)c1)C2
    5.2%	-6.7%	-5.2%	1.0	-14.2%	-21.6%	10.0%	-5.1	40.7%
> CCc1noc(C)c1C(=O)N1CC(C)OC(C)C1 (stereo not given)
    -0.2%	9.7%	-8.4%	0.8	9.1%	14.0%	-0.7%	-6.4	-6.2%
> CN(C)C(=O)NC(Nc1ccc(Cl)cc1Cl)C(Cl)(Cl)Cl (stereo not given)
    20.9%	-8.9%	-3.7%	-2.1	18.9%	-7.0%	-10.2%	x	8.2%
> CCOC(=O)N1CCC(NC(=O)CSCc2cnn(-c3ccccc3)c2-n2cccc2)CC1
    2.5%	4.8%	-4.0%	-0.1	3.2%	3.3%	5.0%	-1.9	24.3%
> O=C(CCC(=O)N(CC(=O)NC1CCCCC1)Cc1cccs1)Nc1nccs1
    6.2%	-0.4%	2.3%	-3.5	0.5%	0.5%	1.7%	-1.8	-38.1%
> CC(C)CCC1(C)NC(=O)N(CC(=O)Nc2ccc3c(c2)OCCO3)C1=O (stereo not given)
    -16.4%	-5.2%	-2.8%	0.3	-5.0%	-7.4%	u	-0.3	8.5%
> N#C/C(=C/c1ccc(-c2cccc([N+](=O)[O-])c2)o1)C(=O)Nc1nc(-c2cccs2)cs1
    -2.2%	-12.1%	-17.7%	-0.7	-3.7%	-5.5%	0.1%	-61.7*	6.7%
> O=C(O)CCC(=O)NNC(=O)c1ccc([N+](=O)[O-])cc1
    -2.3%	9.1%	23.8µM*	-1.8	-5.0%	11.7%	1.1%	-9.4	-7.7%
> O=C(OCC(=O)N1CCCC1)c1ccc(O)cc1
    3.3%	-7.0%	-16.8%	2.1	-12.6%	2.5%	-0.2%	2.9	13.5%
> CC(NCc1cccs1)c1ccccc1 (stereo not given)
    2.3%	7.2%	u	-2.9	-5.0%	7.8%	-0.1%	0.5	-15.1%
> COc1ccc2nc(SC(C)C(=O)NCC(=O)Nc3ccc(F)c(F)c3F)[nH]c2c1 (stereo not given)
    4.7%	-10.7%	-9.6%	0.3	-1.1%	-2.7%	-7.0%	8.4	9.9%
> Cc1ccc(OCCN2C(=O)C(=O)c3cc(C)ccc32)cc1
    22.4%	-1.9%	u	0.9	18.5%	9.0%	1.6%	-5.5	-5.8%
> O=C(NCc1ccc(F)cc1F)c1cc(COc2c(F)cccc2F)on1
    0.1%	-4.0%	-3.4%	2.4	8.4%	7.5%	-3.2%	-6.5	-9.9%
> Cn1c(COc2ccccc2Br)nc2ccccc21
    -3.3%	6.9%	-2.8%	1.1	-8.3%	8.1%	-10.2%	-5.3	-16.7%
> CCCn1c(SCC(=O)N2CCN(C(C)=O)CC2)nc2sc3c(c2c1=O)CCC3
    0.0%	2.4%	0.0%	-2.8	-0.9%	18.6%	-10.1%	-6.6	33.1%
> Cc1nnc(SCC(=O)NC2CCCc3ccccc32)n1-c1ccccc1 (stereo not given)
    -6.0%	1.1%	-7.3%	-3.8	-0.1%	5.7%	2.1%	0.9	19.6%
> CCCCn1c(SCC(=O)N2CCOCC2)nc2c1c(=O)n(C)c(=O)n2C
    -5.8%	-1.5%	-13.8%	-1.6	12.2%	-0.5%	1.0%	-14.2	0.5%
> COc1cc(NC(=O)CCl)ccc(=O)c1
    -7.2%	2.4%	-12.5%	-4.6	8.3%	-24.6%	7.9%	2.0	-15.3%
> O=C(c1ccccc1CCc1ccccc1)N1CCOCC1
    -2.6%	-0.7%	-1.3%	-0.2	3.4%	-8.1%	0.4%	3.1	-5.8%

For reference, part of the list above:
Order of values – Abeta yeast res	WRN inhibitor	PLK1 PBD block	IL2 activator	EPAC1 ag	EPAC1 antag	aSyn rescue	PI5P4Ka inh	FUS suppressor
> Cc1nnc(SCC(=O)NC2CCCc3ccccc32)n1-c1ccccc1 (stereo not given)
    -6.0%	1.1%	-7.3%	-3.8	-0.1%	5.7%	2.1%	0.9	19.6%
> CCCCn1c(SCC(=O)N2CCOCC2)nc2c1c(=O)n(C)c(=O)n2C
    -5.8%	-1.5%	-13.8%	-1.6	12.2%	-0.5%	1.0%	-14.2	0.5%
> COc1cc(NC(=O)CCl)ccc(=O)c1
    -7.2%	2.4%	-12.5%	-4.6	8.3%	-24.6%	7.9%	2.0	-15.3%
> O=C(c1ccccc1CCc1ccccc1)N1CCOCC1
    -2.6%	-0.7%	-1.3%	-0.2	3.4%	-8.1%	0.4%	3.1	-5.8%

The results go on:
Order of values – Abeta yeast res	WRN inhibitor	PLK1 PBD block	IL2 activator	EPAC1 ag	EPAC1 antag	aSyn rescue	PI5P4Ka inh	FUS suppressor
> CCOC(=O)c1c(C)[nH]c(C(=O)COC(=O)C2(C)CC2(Cl)Cl)c1C (stereo not given)
    5.2%	0.0%	-0.4%	0.1	0.0%	-7.6%	-1.4%	x	12.9%
> CCCNS(=O)(=O)c1ccc(CCC(=O)N2CCN(CC)CC2)cc1
    16.3%	-7.8%[57.1 µM]	-3.7%	-1.4	3.4%	8.3%	-0.1%	x	1.8%
> Clc1ccc(-c2cc(C3CCNCC3)[nH]n2)c(Cl)c1
    -22.8%	-2.5%	7.3%	-0.1	3.1%	-1.0%	6.7%	22.5	7.8%
> COc1ccc(OC)c(CNC(=O)CCc2cn(C)c3ccccc23)c1
    6.1%	-4.2%	-16.7%	-1.8	-1.4%	-12.1%	0.9%	-0.9	-16.7%
> Cc1cc(C(=O)O)c(CSCc2cc(C(=O)O)oc2C)o1
    1.0%	-13.4%	-1.6%	0.6	5.2%	5.0%	3.2%	x	-3.5%

This is a random part of the collection. Share with any hit: about 4.1%.
